EPAC1 antag: qHTS for Antagonist of cAMP-regulated guanine nucleotide exchange factor 3 (EPAC1): primary screen | Rap guanine nucleotide exchange factor 3 (Homo sapiens), O95398 | EPAC1 GEF assay, Rap1b-BODIPY-GDP exchange fluorescence | Potency, µM (top dose mostly 115 µM), inactives show at the top dose activity change, negative = inhibition, hits mostly inhibitors | hit rate 0.14% among 360,000 | AID 720709, 2013;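 also: potency is read from the fitted curve at half-maximal effect; plate controls were vehicle for no effect and positive control for full effect; nearly all actives have a fitted effect of over 50% in size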
HEK293 tox: qHTS of GLP-1 Receptor Inverse Agonists: Cytotox Screen. HEK293 cAMP-luciferase reporter cells, luminescence, 24 h. Potency, µM (highest dose often 38.3 µM), for inactives: at the highest dose activity change, negative = inhibition, actives largely listed as inhibitors. hit rate 0.13% among 410,000. AID 624418, 2012;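 also: loss of luciferase light is scored as toxicity; potency is read from the fitted curve at half-maximal effect; % is scaled to controls: 0 for no effect and ±100 for the full control effect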
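To flag toxic compounds, the library was rerun on cells for 24 hr at 37 deg C and 5% CO2. Viability-linked luminescence was captured 12 min after adding luciferase detection reagent.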
GLP1R inv ag: qHTS of GLP-1 Receptor Inverse Agonists (Inhibition Mode). HEK293 GLP-1R CRE-luciferase, luminescence, 24 h; GLP-1R form is constitutively active. Potency, µM (series often up to 38.3 µM), inactives show at the top dose activity change, negative = inhibition, usual class: inhibitors. hit rate 1.6% among 410,000; also: potency is read from the fitted curve at half-maximal effect; % is scaled to controls: 0 for no effect and ±100 for the full control effect; nearly all actives have a fitted effect of over 55% in size
Target sequence (P43220 whole entry, looked up): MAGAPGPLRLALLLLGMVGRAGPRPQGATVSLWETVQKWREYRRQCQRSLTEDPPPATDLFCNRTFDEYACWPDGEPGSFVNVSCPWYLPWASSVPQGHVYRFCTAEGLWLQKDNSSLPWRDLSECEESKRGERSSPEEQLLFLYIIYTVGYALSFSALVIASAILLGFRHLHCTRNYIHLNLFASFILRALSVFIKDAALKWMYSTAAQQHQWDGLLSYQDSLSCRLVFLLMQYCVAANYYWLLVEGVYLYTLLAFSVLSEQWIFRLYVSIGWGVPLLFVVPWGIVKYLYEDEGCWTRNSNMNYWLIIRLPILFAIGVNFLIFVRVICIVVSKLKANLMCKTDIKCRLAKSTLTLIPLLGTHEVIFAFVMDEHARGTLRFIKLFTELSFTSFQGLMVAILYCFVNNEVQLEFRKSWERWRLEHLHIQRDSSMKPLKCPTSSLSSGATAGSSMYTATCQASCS
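Using stably transfected HEK293 (constitutively active GLP-1R, cAMP-luciferase reporter), compounds were incubated 24 hr and luciferase measured by luminescence.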
PLK1 PBD block: qHTS for Inhibitors of PLK1-PDB (polo-like kinase 1 - polo-box domain): Primary Screen; Serine/threonine-protein kinase PLK1 (Homo sapiens), P53350; Plk1 PBD binding of FITC phosphopeptide, fluorescence polarization; Potency, µM, inactives show max response, negative = inhibition, usual class: inhibitors; hit rate 2.8% among 360,000; AID 720504, 2013; also: potency is read from the fitted curve at half-maximal effect; series mostly up to about 57 µM; % is scaled to controls: 0 for no effect and ±100 for the full control effect; nearly all actives have a fitted effect of over 65% in size
PI5P4Ka inh: qHTS for Inhibitors of phosphatidylinositol 5-phosphate 4-kinase (PI5P4K); Phosphatidylinositol 5-phosphate 4-kinase type-2 alpha (Homo sapiens), P48426; PI5P4Kalpha enzyme, ADP-Glo luminescence, 60 min; stronger effect = lower value; max response, %; hit rate 1.2% among 330,000; AID 652105, 2013; active = max response of -50% or lower; inconclusive = between -30% and -50%; inactive = -30% or higher; also: value at the top dose of about 77 µM; % is scaled to controls: 0 for no effect and ±100 for the full control effect
Target sequence (P48426 whole entry, looked up): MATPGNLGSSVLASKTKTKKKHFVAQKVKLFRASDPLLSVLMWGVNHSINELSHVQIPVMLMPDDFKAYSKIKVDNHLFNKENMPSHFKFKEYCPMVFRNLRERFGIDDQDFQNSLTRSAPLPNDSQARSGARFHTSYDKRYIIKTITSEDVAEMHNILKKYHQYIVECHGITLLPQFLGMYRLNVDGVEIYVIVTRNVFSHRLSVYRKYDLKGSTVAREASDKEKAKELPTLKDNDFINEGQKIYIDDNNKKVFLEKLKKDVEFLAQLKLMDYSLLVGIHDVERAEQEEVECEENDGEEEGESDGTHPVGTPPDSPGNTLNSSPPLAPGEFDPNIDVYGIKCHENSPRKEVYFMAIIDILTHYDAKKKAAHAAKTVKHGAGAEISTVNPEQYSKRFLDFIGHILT
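Controls without substrate or without enzyme flank wells where PI5P4Kalpha converts substrate using 5 microM ATP (final). Incubation lasts 60 minutes at room temperature; ADP formed is read by ADP-Glo luminescence.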
EPAC1 agonist: qHTS for Agonist of cAMP-regulated guanine nucleotide exchange factor 3 (EPAC1): primary screen; Potency, µM (top dose mostly 154 µM), without a hit: at the highest dose activation, most hits filed as activators; EPAC1 agonist qHTS, biochemical assay; response scale: 100% = response to 6.5 mM cAMP; Rap guanine nucleotide exchange factor 3 (Homo sapiens), O95398; hit rate 0.073% among 360,000; AID 720707, 2013; also: potency is read from the fitted curve at half-maximal effect; nearly all actives have a fitted effect of over 60% in size
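EPAC1 100 nM, Rap1B–BODIPY-GDP 250 nM, unlabeled GDP 50 uM; compound titration; 5 min RT; kinetic read ex480/em540 at 5-min intervals ×30 min; data normalized to 6.5 mM cAMP agonist control.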
GLP-1R agonist: qHTS of GLP-1 Receptor Agonists | Glucagon-like peptide 1 receptor (Homo sapiens), P43220 | HEK293 GLP-1R CRE-luciferase, luminescence, 4-6 h; cells express a hypersensitive GLP-1R form | Potency, µM (doses to about 45.6 µM), without a hit: top-dose activation, usual class: activators | hit rate 0.007% among 380,000; also: potency is read from the fitted curve at half-maximal effect; % of control where 0% means no effect
PTHR1 ag: qHTS for PTHR1 Agonists: Primary Screen; Parathyroid hormone/parathyroid hormone-related peptide receptor (Homo sapiens), Q03431; HEK293 GP2 PTHR1 cells, GloSensor cAMP luminescence, 1 h; Potency, µM (doses to about 115 µM), without a hit: at the highest dose activation, usual class: activators; hit rate 0.075% among 410,000; AID 743266, 2014; also: potency is read from the fitted curve at half-maximal effect; nearly all actives have a fitted effect of over 55% in size; some results filed as inactive show a strong effect at the top dose; inactives centre near -15; many of its hits are not listed in these tables
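HEK-293-derived GP2 cells expressing PTHR1 and a GloSensor cAMP reporter, 3,000/well, plated overnight, given luciferin plus IBMX (each 0.5 mM as added) for 1 h at 37 °C, then compound for 1 h at 37 °C. Luminescence was read after 15 min at room temperature.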
IL2 activator: qHTS of IL-2 Activators | IL-2 activation reporter assay, cell-based qHTS; stimulated with anti-CD3/CD4/CD28 beads; in transgenic mouse T cells | activation, % (series mostly up to about 46 µM) | hit rate 0.065% among 360,000 | AID 652025, 2013; in the data active = activation above about 50%; inconclusive = mostly about 30% to 49%; also: 0% is about no effect
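Unstimulated transgenic mouse T cells preincubated 60 min with compound, then stimulated with anti-CD3/anti-CD4-coated beads plus anti-CD28 for 18 h at 37 degrees C. IL-2 response read as EGFP and DsRed fluorescence by plate cytometry.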
* hit, by the source's call; i = inactive; ? = inconclusive; . = not tested or not shown; [ ] = dose if it differs, or a comment. Unless noted, calls follow the shape of the dose curve; as a rule, active = well fitted curve in the direction sought with a large enough effect; inconclusive = small, poorly fitted or top-dose-only effect, or another doubt; inactive = no such curve, though single readings can be large; an effect the other way counts as inactive or inconclusive. Only part of the results is shown; count on the stated rates, not on these rows.

SMILES | EPAC1 antag | HEK293 tox | GLP1R inv ag | PLK1 PBD block | PI5P4Ka inh | EPAC1 agonist | GLP-1R agonist | PTHR1 ag | IL2 activator
O=C(C(Cc1ccccc1)N1C(=O)C2C3C=CC(C3)C2C1=O)N1CCCCC1 (stereo not given) | 0% | 10% | 0% | -3% | -9 | 0% | 1% | i | 2.1
Cc1nc2c(cc1NC(=O)c1ccccc1)nc(C)n2Cc1ccccc1 | 0% | -19% | 1% | 2% | 1 | 3% | -3% | -57%[inhibitor] | 1.9
CCCCNC(=O)c1ccc2nc(CC)c(N(CCC(C)C)CCN(C)C)n2c1 | 9% | -16% | -16% | 1% | 2 | 2% | 5% | i | -0.2
C=CCNC(=O)NC(=O)COC(=O)C(C)Oc1ccc(Cl)cc1Cl (stereo not given) | 3% | 7% | 1% | -9% | -2 | 1% | 1% | -19% | 0.7
COc1cccc(Nc2nc(CN3CCOCC3)nc3sc4c(c23)CCCC4)c1 | -25% | -2% | ? | -2% | -3 | 14% | 2% | i | 3.6
C=CCn1c(CCc2ccc(OC(C)C)cc2)n[nH]c1=S | -24% | -5% | ? | -2% | 5 | 8% | 25% | -1% | -3.0
Cc1ccc(NC(=O)CNC(=O)c2cccs2)nc1 | 5% | 16% | 6% | -5% | -13 | 37% | -14% | i | 0.0
COc1ccc(N2C(=O)NC(NC(=O)c3cccnc3)(C(F)(F)F)C2=O)cc1 (stereo not given) | 12% | -7% | 11% | 2% | 10 | 9% | -8% | i | -1.4
CCOC(=O)C1=C(CCc2ccccc2)NC(=O)NC1c1cccc([N+](=O)[O-])c1 (stereo not given) | -2% | 2% | 3% | -15% | -1 | -3% | 22% | -3% | -0.3
Cc1ccc(NC(=O)CS(=O)CC(=O)NCC2OCCc3ccccc32)c(C)c1 (stereo not given) | -1% | -2% | -5% | -15% | . | 4% | 2% | 9% | -1.9
Cc1cc(-c2nnc(SCC(=O)Nc3ccc(F)cc3)n2N)n[nH]1 | -10% | 3% | 1% | -6% | -8 | 7% | 3% | -11% | -3.4
CNC(=S)NNC(=O)Cc1ccc(O)cc1 | -20% | 0% | 0% | 1% | 3 | -12% | 9% | 1% | -1.2
O=C(O)C1CCCCC1C(=O)Nc1cc(C(F)(F)F)ccc1Cl (stereo not given) | -15% | -10% | -9% | -3% | 1 | 8% | -8% | i | 0.6
CC1Cc2ccccc2N1CC(=O)Nc1ccc(S(=O)(=O)N(C)C)cc1 (stereo not given) | -7% | 7% | 15% | -7% | -6 | 0% | -4% | i | -0.6
COC(=O)C1=C(C)Nc2[nH]c(=S)[nH]c(=O)c2C1c1ccc(OC)cc1 (stereo not given) | -4% | 0% | 8% | ? | -15 | 11% | -1% | -4% | -3.1
CCOC(=O)c1cn2nc(Oc3ccc(C)cc3)ccc2n1 | -25% | 0% | 2% | 4% | 7 | 1% | 9% | i | 1.0
O=C(NCc1ccc(F)cc1)C1CCN(S(=O)(=O)N2CCC3(CC2)OCCO3)CC1 | -4% | -19% | -9% | -7% | . | 3% | -6% | i | -1.0
COc1ccc([N+](=O)[O-])cc1-c1nc2ccccc2nc1-c1ccccc1 | 1% | -5% | ? | -2% | 0 | 1% | -3% | -54%[inhibitor] | 1.5
O=C(Nc1cc(S(=O)(=O)N2CCOCC2)ccc1N1CCCC1)c1ccc(F)cc1 | -3% | -9% | 11% | 9.5µM* | ? | 4% | 1% | -22% | 0.4
COc1ccc(-c2cc(CNS(=O)(=O)c3ccccc3)on2)cc1 | -18% | -2% | -30% | -7% | 1 | 0% | 3% | i | 0.0

Part of the list above, set out differently:
canonical_smiles	EPAC1 antag	HEK293 tox	GLP1R inv ag	PLK1 PBD block	PI5P4Ka inh	EPAC1 agonist	GLP-1R agonist	PTHR1 ag	IL2 activator
O=C(O)C1CCCCC1C(=O)Nc1cc(C(F)(F)F)ccc1Cl (stereo not given)	-15%	-10%	-9%	-3%	1	8%	-8%	i	0.6
CC1Cc2ccccc2N1CC(=O)Nc1ccc(S(=O)(=O)N(C)C)cc1 (stereo not given)	-7%	7%	15%	-7%	-6	0%	-4%	i	-0.6
COC(=O)C1=C(C)Nc2[nH]c(=S)[nH]c(=O)c2C1c1ccc(OC)cc1 (stereo not given)	-4%	0%	8%	?	-15	11%	-1%	-4%	-3.1
CCOC(=O)c1cn2nc(Oc3ccc(C)cc3)ccc2n1	-25%	0%	2%	4%	7	1%	9%	i	1.0
O=C(NCc1ccc(F)cc1)C1CCN(S(=O)(=O)N2CCC3(CC2)OCCO3)CC1	-4%	-19%	-9%	-7%	.	3%	-6%	i	-1.0

(more compounds)
SMILES | EPAC1 antag | HEK293 tox | GLP1R inv ag | PLK1 PBD block | PI5P4Ka inh | EPAC1 agonist | GLP-1R agonist | PTHR1 ag | IL2 activator
CC1CCC/C=C/C(=O)c2c(O)cc(O)cc2CC(=O)O1 (stereo not given) | ? | ? | 5µM* | ? | 2 | -14% | -10% | -96%[inhibitor] | -0.4
Cn1ccc(-c2cc(C(=O)O)c3ccccc3n2)n1 | 1% | -10% | 2% | -5% | 10 | 10% | -1% | i | -0.1
CCN(C(=O)CCN1C(=O)c2ccccc2S1(=O)=O)c1ccccc1 | -26% | 6% | 9% | -13% | -1 | -1% | 2% | i | -1.7
COc1ccc(NC(=O)CCCNC(=O)Cn2cnc3sc4c(c3c2=O)CCCC4)cc1OC | -10% | 0% | -3% | -11% | 3 | 8% | 0% | -7% | -1.0
CCC(C)(C)NC(=O)C1CCCN1C(=O)NC1CCCCC1 (stereo not given) | -12% | -2% | 24% | -7% | -6 | 5% | 1% | i | -0.3
O=C(c1ccc2oc(CCc3ccccc3)nc2c1)N1CC[C@H](O)C1 | -5% | 8% | -3% | -5% | 2 | 7% | 3% | -22% | 0.2
CC1CCCCC12NC(=O)N(CC(=O)N1CCN(c3ccccc3)CC1)C2=O (stereo not given) | -23% | 4% | -15% | -7% | 1 | 11% | 0% | -43%[inhibitor] | -0.2
CCOC(=O)c1ccc(NC(=S)N2CCN(C)CC2)cc1 | 17% | 13% | -22% | -6% | -2 | 4% | 2% | 4% | 3.0
Cc1cc(C)c(NC(=O)CS(=O)CC(=O)Nc2ccc(N3CCOCC3)cc2)c(C)c1 (stereo not given) | -20% | -10% | 5% | -7% | 7 | -7% | 12% | -12% | 0.5
O=C(c1ccco1)N(Cc1cc2ccccc2[nH]c1=O)CC1CCCO1 (stereo not given) | -2% | -5% | 11% | -4% | -3 | -3% | -7% | -15%[57.5 µM] | 2.4
COc1cccc(N=C(N)N=C(N)N)c1 | -21% | -12% | 15% | -1% | 1 | 8% | -6% | i | -0.1
COc1ccc(C(=O)O)cc1S(=O)(=O)NCc1ccncc1 | -3% | 8% | -10% | -14% | 1 | 5% | 6% | i | -0.1
CCOC(=O)N1N=C(C)CC1(O)c1ccc(Cl)cc1 (stereo not given) | -18% | 4% | 46%[activator] | -5% | -10 | 2% | -1% | -24% | -0.4
COc1ccc2nc(N/C(N)=N/C(=S)Nc3ccccc3)nc(C)c2c1 | -23% | ? | ? | -9% | 15 | -1% | 6% | -4% | -1.1
N#Cc1c(NC(=O)C(=O)NCCCN2CCOCC2)sc2c1CCCC2 | -2% | -20% | 6% | 2% | -7 | -6% | 0% | i | -0.2
O=C(CSc1nnc(CN2CCOCC2)n1-c1ccc(Cl)cc1)Nc1cc(Cl)ccc1O | -10% | -11% | ? | -12% | -2 | -17% | 8% | i | -2.8
CCOC(=O)C1=NN(C(=O)Cc2ccccc2)C(O)(C(C)(C)C)C1 (stereo not given) | -6% | 5% | 3% | -1% | 2 | 1% | 3% | i | -1.3
Cc1nc2c(Br)c3nc(C(F)(F)F)[nH]c3c(Br)c2[nH]1 | 9% | -4% | 31%[activator] | -6% | -8 | 0% | -2% | i | 0.0
CCc1c(C(=O)Nc2ccc(S(=O)(=O)N3CCOCC3)cc2)csc1C | -19% | 1% | 0% | -8% | . | 22% | -2% | 6%[57.5 µM] | -1.5
CCOC(=O)c1cc(OC(=O)c2ccccc2C)n(-c2ccccc2)n1 | . | 5% | 0% | . | . | . | -1% | i | .
O=C(c1ccc(Cl)cc1)c1cccc(O)c1 | -19% | 1% | -28% | -2% | -1 | -9% | 10% | i | -2.7
COC(=O)c1ccc(NC(=O)CCNS(=O)(=O)c2cccc3nsnc23)cc1 | . | -1% | 0% | . | . | . | 0% | i | .
O=c1c(Cc2ccc(F)cc2)c(O)ccn1CCCN1CCOCC1 | -22% | 1% | 20% | -7% | 1 | -15% | -6% | -12% | -0.3
CC[C@]12c3[nH]c4cc(CCC(=O)N(C)C)ccc4c3CCN1C(=O)[C@@H](CC(=O)NCc1ccc(OC)c(OC)c1)C[C@@H]2C(=O)N1CCN(C(=O)C2CC2)CC1 | 24% | -4% | 5% | 1% | 6 | -5% | 8% | 12% | 0.6
Cc1nc(N2CCOCC2)nc(N2CCCCC2)c1[N+](=O)[O-] | -24% | 8% | 2% | -3% | 4 | 3% | 10% | i | 0.8
CCCCCC1CC(CC(=O)Nc2ccc([N+](=O)[O-])cc2)OC1=O (stereo not given) | 9% | -1% | ? | -7% | 8 | 4% | 3% | i | 1.6
COCCCNC(=O)CCCC(=O)NCCCOC | 5% | 4% | 0% | -9% | 3 | 6% | -12% | i | -2.4

Bioassay records deposited in PubChem BioAssay by National Center for Advancing Translational Sciences (NCATS).
